# Screening data as filed in PubChem BioAssay.
# GPR55 LPI antagonism – GPR55 antagonists blocking LPI-driven arrestin recruitment, primary screen, imaging, U2OS, beta-arrestin-GFP, LPI agonist (AID 2013); inhibition, % at 10 µM, or IC50 in µM where a hit was titrated; 290,000 compounds, 0.13% hits; G-protein coupled receptor 55 (Homo sapiens); U2OS GPR55 beta-arrestin-GFP translocation imaging, LPI antagonism; higher % means a stronger effect;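 active = spots per cell inhibited over 60%, with over 100 cells counted and total cytoplasm intensity under 500,000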;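 note: U2OS cells stably carrying GPR55 and arrestin-GFP stimulated by 5 µM LPI near EC80; imaged beta-arrestin-GFP aggregate spots per cell after agonist stimulation; plate controls were LPI-stimulated DMSO wells for no effect and DMSO wells without LPI for full effect; some results filed as inactive read as strong as hits; confirmed hits need IC50 under 10 µM and bright autofluorescent wells are also inconclusive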
# GPR35 antagonists – GPR35 antagonists blocking zaprinast-driven arrestin recruitment, primary screen, imaging, U2OS, beta-arrestin-GFP, zaprinast agonist (AID 2058). G-protein coupled receptor 35 (Homo sapiens). U2OS GPR35 beta-arrestin-GFP translocation imaging, zaprinast antagonism; higher % means a stronger effect. inhibition, % at 10 µM, or IC50 in µM where a hit was titrated. 290,000 compounds, 0.052% hits;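 active = inhibition of at least 50% with at least 30 cells and total cytoplasm GFP at most 10,000,000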
# NTR1 agonist – agonists of NTR1, primary screen, imaging, U2OS cells, beta-arrestin-GFP, high content (AID 493036); Neurotensin receptor type 1 (Homo sapiens), P30989; activation, % at 20 µM; 330,000 compounds, 0.17% hits; NTR1-U2OS beta-arrestin-GFP spot imaging, agonist mode;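 active = activation at or above 40% of the spot to cytoplasm intensity ratio, with at least 20 cells analyzed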;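 note: 0% = DMSO without peptide and 100% = 100 nM NTR1 peptide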
# Target sequence (P30989 whole entry, looked up): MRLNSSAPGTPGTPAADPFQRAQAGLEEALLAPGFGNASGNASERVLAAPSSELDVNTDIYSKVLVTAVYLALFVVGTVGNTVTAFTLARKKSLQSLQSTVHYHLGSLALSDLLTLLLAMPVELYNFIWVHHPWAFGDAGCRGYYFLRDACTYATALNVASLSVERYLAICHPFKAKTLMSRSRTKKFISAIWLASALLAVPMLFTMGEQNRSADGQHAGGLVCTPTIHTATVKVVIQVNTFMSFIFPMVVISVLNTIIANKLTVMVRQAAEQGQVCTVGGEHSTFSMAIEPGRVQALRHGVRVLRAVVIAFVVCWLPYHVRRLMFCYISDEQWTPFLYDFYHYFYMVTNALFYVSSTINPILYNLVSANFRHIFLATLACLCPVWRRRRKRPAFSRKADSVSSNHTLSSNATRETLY
# HIV fusion peptide – inhibitors of HIV fusion peptide binding, primary screen, biochemical, uHTS, fluorescence dequenching (AID 1986) | 290,000 compounds, 0.3% hits | inhibition, % at 20 µM; hits with a dose series show IC50 in µM | cell-free peptide binding, fluorescence dequenching, 30 min; higher % means a stronger effect; in the data active = inhibition mostly above about 52%, no sharp cut-off; inactive = mostly below about 76%; note: some results filed as inactive read as strong as hits
# Rac1 GTP hydrolysis – MgcRacGAP GTPase-activating activity inhibitors, confirmation, biochemical, ADP Hunter fluorescence; one-dose inhibition, % at 30 µM; IC50 in µM for titrated hits; Rac GTPase-activating protein 1 (Homo sapiens); 340,000 compounds, 0.6% hits; MgcRacGAP-stimulated Rac1 GTP hydrolysis, ADP Hunter fluorescence; higher % means a stronger effect; GST-tagged Rac1 F28L mutant substrate;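 active = first-screen hits whose inhibition reached a set limit at any dose in the follow-up dose series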;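 note: fluorescence reports GDP produced by GAP-driven GTP hydrolysis; strong numbers were not always called active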
# Myeloid diff 2 – induction of myeloid progenitor differentiation, primary screen, cell-based, flow cytometry, MLPCN library; ER-HoxA9 myeloid progenitors, lysozyme-GFP differentiation; calls only at 10 µM; 360,000 compounds, 1% hits;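 active = normalized GFP-positive differentiation at or above the plate's own cutoff, the solvent-only control mean plus 3 SD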;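 note: cells exposed to compound for four days before flow analysis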
# SIAH1 antagonists – Siah-1 peptide-binding antagonists, primary screen, biochemical, fluorescence polarization, rhodamine-plectin, uHTS (AID 1817) | Siah-1 / rhodamine-plectin peptide fluorescence polarization; higher % means a stronger effect | 290,000 compounds, 0.02% hits | E3 ubiquitin-protein ligase SIAH1 (Homo sapiens) | one-dose displacement, % at 20 µM; IC50 in µM for titrated hits;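 active = displacement of at least 50% at 20 µM, with a fluorescence ratio check between 0.3 and a set limit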;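 note: plate controls were Siah plus tracer with DMSO for no effect and tracer alone without Siah for full effect; strong numbers were not always called active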
# LYP phosphatase – inhibitors of LYP phosphatase, biochemical, fluorescence intensity, uHTS (AID 1779) | Tyrosine-protein phosphatase non-receptor type 22 (Homo sapiens) | recombinant LYP phosphatase, fluorescence intensity; higher % means a stronger effect | inhibition, % at 11.5 µM; hits with a dose series show IC50 in µM | 290,000 compounds, 0.054% hits; in the data active = inhibition above about 50%;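 note: plate controls were vehicle with enzyme for no effect and no enzyme for full effect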
# Salmonella PhoP GFP – inhibitors of PhoP regulon expression, primary screen, Salmonella Typhimurium, GFP reporter (AID 1863); S. Typhimurium PhoP-regulated promoter GFP reporter, 4 h; higher % means a stronger effect; one-dose inhibition, % at 50 µM; IC50 in µM for titrated hits; 300,000 compounds, 0.16% hits;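 active = inhibition over 29.93%, a cutoff 3 SD above the screen mean, later confirmed by dose response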;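 note: 0% = low Mg2+ inducing control and 100% = high Mg2+ repressing control; strong numbers were not always called active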
# NTR1 agonist cell count 20 µM – also measured in NTR1 agonist; calls as there; cell count; measured here: cell count, cytotoxicity flag
# Myeloid diff 2 GFP+ MAC1+ % – recorded beside Myeloid diff 2, whose call it bears; GFP+ MAC1+ double positive, %; measured here: differentiation confirmed by MAC1 staining
# Active calls of the source: *; i = inactive; / = not tested or not shown; & = joins results of further samples.
SMILES,GPR55 LPI antagonism,GPR35 antagonists,NTR1 agonist,NTR1 agonist cell count 20 µM,HIV fusion peptide,Rac1 GTP hydrolysis,Myeloid diff 2,Myeloid diff 2 GFP+ MAC1+ %,SIAH1 antagonists,LYP phosphatase,Salmonella PhoP GFP
Cc1ccc(S(=O)(=O)N2[C@@H](c3ccccc3F)C(C(=O)O)=CC[C@H]2c2ccc(Cl)c(Cl)c2)cc1,/,/,12,85,/,12%,i,0.5,/,/,-7%
COc1ccc(CN(C)C(=O)C(Cc2ccccc2)NC(=O)c2ccccc2)c(OC)c1 (configuration not stated),/,/,1.0,59,/,-1%,i,1.5,/,/,0%
COc1ccc(CCNC(=O)CN2C(=O)COc3ccc(S(=O)(=O)N4CCOCC4)cc32)c(OC)c1,7%,17%,-0.2,80,2.6%,9%,i,2.0,6%,0%,-9%
CN(NS(=O)(=O)c1ccc(Cl)cc1)c1cnn(C)c(=O)c1Cl,-1%,2%,2.3,48,-1.2%,-2%,i,0.4,0%,-5%,2%
COc1ccccc1N1CCN(C(=O)CN(C)S(=O)(=O)c2ccc3c(c2)c(=O)n(C)c(=O)n3C)CC1,-2%,-4%,2.5,37,0.1%,6%,i,0.8,6%,-3%,4%
CCOC(=O)CNC(=O)CNC(=O)c1ccc(OCC(C)C)cc1,6%,0%,-1.2,36,3.7%,11%,i,1.0,0%,-12%,20%
CS(=O)CCC(NS(=O)(=O)c1ccccc1)C(=O)O (configuration not stated),-2%,-13%,-1.0,48,-1.1%,-1%,i,0.8,0%,-4%,1%
O=C(CSc1nnc(CNC(=O)c2c(F)cccc2Cl)o1)NC1CCCCC1,1%,-7%,0.9,76,-0.8%,0%,i,0.8,7%,-4%,-5%
O=C(N/N=C/c1coc2ccccc2c1=O)c1ccccc1,-7%,-7%,-0.7,71,0.4%,9%,i,0.6,5%,-2%,3%
COC(=O)c1ccc(NC2(C#N)C(=O)Nc3ccccc32)cc1 (configuration not stated),-14%,-10%,1.5,75,0.5%,12%,i,2.7,2%,1%,23%
CCCCCC(O)(CCCCC)C(=O)NNc1ccccc1,38%,5%,-0.9,61,1.2%,3%,i,0.8,4%,-7%,0%
Cc1ccc(C(=O)NNC(=O)CCn2nnc3ccccc32)cc1,3%,9%,0.2,39,-1.1%,-3%,i,0.8,-2%,-6%,0%
Cc1cc2c(c(=O)n1CCc1ccccc1)C(c1ccco1)C(C#N)=C(N)O2 (configuration not stated),1%,-19%,0.4,47,0.7%,0%,i,1.0,3%,3%,-7%
COc1ccc2cc(C(=O)C3CCCN(C(=O)c4ccnn4C)C3)ccc2c1 (configuration not stated),-1%,1%,-0.1,60,1.3%,10%,i,0.5,4%,-15%,-3%
CCOC(=O)C1=C(C)Nc2nc(SCC(=O)OC)nn2C1c1cc(F)cc(F)c1 (configuration not stated),20%,-15%,-0.9,86,-1.5%,-6%&4%,i,2.2&0.7,1%,-5%,-13%
COCCN1C(=O)c2ccccc2C(C(=O)Nc2ccc3c(c2)OCCO3)C1c1ccc(F)cc1 (configuration not stated),/,-2%,2.8,85,1.7%,4%,i,0.8,0%,-3%,-1%
CCOc1ccc(CN2CCN(Cc3ccc4cc(F)ccc4n3)CC2CCO)cc1 (configuration not stated),1%,-6%,1.3,67,1.2%,6%,i,1.4,6%,-7%,6%
Cc1ccc(NC(=S)N2CCCCC2CO)cc1C (configuration not stated),3%,7%,-0.1,31,-1.2%,12%,i,0.3,-1%,-4%,-8%
CN1CCN(C(=O)c2cnn(-c3ccccc3)c2NC(=O)c2ccc([N+](=O)[O-])cc2)CC1,0%,-11%,0.3,53,0.5%,10%,i,0.5,0%,-8%,3%
COc1ccc(-c2nnc(SC(C)C(=O)Nc3nccs3)n2Cc2ccccc2)cc1OC (configuration not stated),1%,12%,-0.6,71,1.5%,8%,i,1.1,0%,-3%,8%

# Some of these compounds in order of number of heavy atoms, largest number first:
SMILES,GPR55 LPI antagonism,GPR35 antagonists,NTR1 agonist,NTR1 agonist cell count 20 µM,HIV fusion peptide,Rac1 GTP hydrolysis,Myeloid diff 2,Myeloid diff 2 GFP+ MAC1+ %,SIAH1 antagonists,LYP phosphatase,Salmonella PhoP GFP
COc1ccc(CN(C)C(=O)C(Cc2ccccc2)NC(=O)c2ccccc2)c(OC)c1 (configuration not stated),/,/,1.0,59,/,-1%,i,1.5,/,/,0%
CN(NS(=O)(=O)c1ccc(Cl)cc1)c1cnn(C)c(=O)c1Cl,-1%,2%,2.3,48,-1.2%,-2%,i,0.4,0%,-5%,2%
Cc1ccc(NC(=S)N2CCCCC2CO)cc1C (configuration not stated),3%,7%,-0.1,31,-1.2%,12%,i,0.3,-1%,-4%,-8%

# Profiles, quoted from the list. Order of screens: GPR55 LPI antagonism | GPR35 antagonists | NTR1 agonist | NTR1 agonist cell count 20 µM | HIV fusion peptide | Rac1 GTP hydrolysis | Myeloid diff 2 | Myeloid diff 2 GFP+ MAC1+ % | SIAH1 antagonists | LYP phosphatase | Salmonella PhoP GFP
# Profile of COc1ccc(-c2nnc(SC(C)C(=O)Nc3nccs3)n2Cc2ccccc2)cc1OC (configuration not stated) : 1% | 12% | -0.6 | 71 | 1.5% | 8% | i | 1.1 | 0% | -3% | 8%
# Profile of Cc1ccc(C(=O)NNC(=O)CCn2nnc3ccccc32)cc1 : 3% | 9% | 0.2 | 39 | -1.1% | -3% | i | 0.8 | -2% | -6% | 0%
# Profile of O=C(N/N=C/c1coc2ccccc2c1=O)c1ccccc1 : -7% | -7% | -0.7 | 71 | 0.4% | 9% | i | 0.6 | 5% | -2% | 3%
# Profile of CCCCCC(O)(CCCCC)C(=O)NNc1ccccc1 : 38% | 5% | -0.9 | 61 | 1.2% | 3% | i | 0.8 | 4% | -7% | 0%
# Profile of COc1ccc(CN(C)C(=O)C(Cc2ccccc2)NC(=O)c2ccccc2)c(OC)c1 (configuration not stated) : / | / | 1.0 | 59 | / | -1% | i | 1.5 | / | / | 0%

# Next section.
SMILES,GPR55 LPI antagonism,GPR35 antagonists,NTR1 agonist,NTR1 agonist cell count 20 µM,HIV fusion peptide,Rac1 GTP hydrolysis,Myeloid diff 2,Myeloid diff 2 GFP+ MAC1+ %,SIAH1 antagonists,LYP phosphatase,Salmonella PhoP GFP
CCc1cc2c(=O)n(CCC(C)C)c(=S)[nH]c2s1,17%,-5%,2.7,37,0.5%,4%,i,0.2,13%,-1%,3%
O=[N+]([O-])c1ccc(N2CCN(S(=O)(=O)c3ccccc3)CC2)cc1N1CCc2ccccc2C1,-3%,-14%,0.8,74,-0.6%,2%,i,0.1,0%,6%,-1%
CCCC1C2C(=O)N(c3cccc(C)c3)C(=O)C2ON1c1ccccc1 (configuration not stated),3%,-1%,0.2,44,-0.5%,3%,i,0.6,-1%,-2%,-4%
Cc1cc(=O)n2[nH]c(-c3ccc(F)cc3)nc2n1,0%,5%,0.8,75,-0.5%,4%,i,0.9,2%,-7%,0%
CC(=O)Nc1c(OC(C)=O)ccc2c(C)cc(=O)oc12,1%,18%,0.3,40,-0.2%,1%,i,1.4,-1%,-5%,0%
O=C(O)C1CC(c2ccccc2)=NO1 (configuration not stated),-5%,-12%,-0.6,47,0.0%,3%,i,5.0,3%,-11%,-7%
OC(CNCC1CCCO1)COc1ccc(OCC(O)CNCC2CCCO2)cc1 (configuration not stated),0%,5%,1.4,55,-2.6%,1%,i,0.9,-6%,-6%,-12%
CC1(c2ccc3noc(-c4cccc(F)c4)c3c2)OCCO1,-1%,-2%,-0.2,48,-2.1%,3%,i,0.9,1%,-1%,0%
CC1CN(C(=O)C2CC(=O)N(c3ccc(Cl)cc3)C2)CC(C)O1 (configuration not stated),-4%,-9%,0.2,35,0.1%,7%,i,0.5,-1%,-5%,2%
CCOc1ccc(S(=O)(=O)NCc2ccccn2)c(C)c1C,-2%,1%,1.9,45,-2.1%,2%,i,0.2,-3%,-8%,3%
CCn1c2ccccc2c2cc(NC(=O)CSc3nnc(-c4cccc(F)c4)o3)ccc21,3%,4%,-0.6,38,-2.3%,7%,/,/,-4%,1%,12%
COc1cc(NS(=O)(=O)c2ccc3c(c2)n(C)c(=O)n3C)cc(OC)c1,11%,21%,0.1,23,1.8%,11%,i,0.8,5%,-6%,-7%
COc1ccc(-c2csc(NC(=O)C3CCCO3)n2)cc1 (configuration not stated),9%,-4%,-0.8,44,3.6%,17%,i,3.4,6%,-3%,30%
CC(=O)Nc1cc2nc(C)n(Cc3ccccc3[N+](=O)[O-])c2nc1C,7%,10%,-0.2,51,-0.3%,10%,i,0.3,-5%,-6%,0%
O=C(C1CCN(S(=O)(=O)c2ccc(Cl)cc2)CC1)N1CCOCC1,-8%,17%,3.8,72,-0.1%,4%,i,1.0,-5%,-5%,-4%
Cc1occc1C(=O)N(Cc1nc(-c2ccccc2)no1)C(C)C,7%,-11%,2.3,57,1.3%,5%,i,0.7,8%,-13%,2%
CCS(=O)(=O)C1=NSC2=NC(=O)/C(=C\c3ccc(OC(=O)c4ccco4)cc3)C(=N)N21,3%,11%,1.4,67,30%,23%,i,0.8,-1%,-11%,-9%
CCc1ccc(OCCOCC(O)CNC2CCCC2)cc1 (configuration not stated),-1%,-4%,-0.2,81,-0.1%,4%,i,0.5,-2%,-2%,3%
CCCOC(=O)c1ccc(NC(=O)CC(C)(C)C)cc1,0%,5%,3.8,68,-0.3%,6%,i,1.1,0%,-4%,/
Cc1cc(C(=O)COC(=O)C2=NNC(=O)CC2)c(C)n1CCc1ccccc1,-2%,20%,-0.1,32,1.4%,5%,i,0.3,9%,-6%,3%
Cc1ccc(-c2nc3c(c(=O)[nH]c(=O)n3CC(C)C)n2CC(C)C)cc1[N+](=O)[O-],5%,3%,5.6,60,-1.7%,7%,i,1.3,11%,0%,11%
COc1ccc(CCN=C(N)NS(=O)(=O)c2ccccc2)cc1OC,-2%,12%,-1.5,50,-1.9%,7%,i,0.4,-2%,-3%,0%
COC(=O)c1c(C(=O)OC)c(-c2ccc(C)cc2)n2c1CS(=O)(=O)C2,22%,17%,0.3,51,-1.0%,15%,i,0.6,2%,1%,-8%
COc1ccccc1S(=O)(=O)Cc1ccc(C(=O)NC(C)c2ccc3c(c2)OCCO3)o1 (configuration not stated),16%,-3%,0.4,84,1.9%,-1%,i,1.6,2%,-3%,-1%
